# AmpC no deterg: qHTS Inhibitors of AmpC Beta-Lactamase (assay without detergent); P00811; 330,000 compounds, 0.52% hits; Potency, µM (top dose mostly 57.1 µM), inactives show at the top dose activity change, negative = inhibition, actives largely listed as inhibitors; AmpC nitrocefin hydrolysis, absorbance 480 nm, 0.0001% Triton;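 also: potency is read from the fitted curve at half-maximal effect; plate controls were no compound for no effect and no enzyme for full effect; nearly all actives have a fitted effect of over 20% in size; some results filed as inactive show a strong effect at the top dose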
# Target sequence (P00811 whole entry, looked up): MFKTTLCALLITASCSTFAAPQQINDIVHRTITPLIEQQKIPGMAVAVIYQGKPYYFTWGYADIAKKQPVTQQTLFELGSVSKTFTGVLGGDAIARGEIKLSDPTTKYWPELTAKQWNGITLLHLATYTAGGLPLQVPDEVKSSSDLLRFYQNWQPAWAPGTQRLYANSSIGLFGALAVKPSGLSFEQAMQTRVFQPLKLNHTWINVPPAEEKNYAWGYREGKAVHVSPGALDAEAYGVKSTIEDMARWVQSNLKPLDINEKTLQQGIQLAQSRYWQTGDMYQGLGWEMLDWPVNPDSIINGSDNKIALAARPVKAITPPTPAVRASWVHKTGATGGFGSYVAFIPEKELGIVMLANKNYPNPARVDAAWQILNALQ
#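 20 mM phosphate pH 7.0 + 0.01% (detergent screen) or 0.0001% Triton X-100; 5.3 nM AmpC reagent; cpd preinc 15 min RT; nitrocefin (800 uM stock) to start; A480 q20 s × 4 min; Activity was normalised to no-enzyme and no-compound control wells.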
# Giardia FBPA inh: qHTS Assay for Inhibitors of Fructose-1,6-bisphosphate Aldolase from Giardia Lamblia; purified Giardia FBPA; Potency, µM (top dose mostly 59.6 µM), inactives show top-dose activity, negative = inhibition, most hits filed as inhibitors; 290,000 compounds, 0.71% hits; AID 2451, 2010; also: potency is read from the fitted curve at half-maximal effect; nearly all actives have a fitted effect of over 55% in size
# Target sequence (A8B2U2 whole entry, looked up): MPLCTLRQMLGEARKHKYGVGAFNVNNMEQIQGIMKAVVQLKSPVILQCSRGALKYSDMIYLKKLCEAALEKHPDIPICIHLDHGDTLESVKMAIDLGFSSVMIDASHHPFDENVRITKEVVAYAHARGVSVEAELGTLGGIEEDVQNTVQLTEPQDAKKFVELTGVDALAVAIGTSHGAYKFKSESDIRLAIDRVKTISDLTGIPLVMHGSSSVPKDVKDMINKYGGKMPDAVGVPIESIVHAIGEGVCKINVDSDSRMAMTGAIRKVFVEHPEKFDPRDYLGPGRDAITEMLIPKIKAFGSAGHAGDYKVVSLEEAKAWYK
#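 40 nM FBPA preincubated 10 min at RT with compound (up to 57.5 uM final), then substrate plus GAPDH/TPI/NAD/arsenate coupling and diaphorase/resazurin added. Fluorescence read after 20 min at RT, 525/598 nm.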
# AmpC inh detg: qHTS Inhibitors of AmpC Beta-Lactamase (assay with detergent); Potency, µM (doses to about 114 µM), for inactives: top-dose activity change, negative = inhibition, most hits filed as inhibitors; AID 485294, 2010; 370,000 compounds, 0.041% hits; P00811; AmpC hydrolysis of nitrocefin, absorbance 480 nm, 0.01% Triton;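 also: potency is read from the fitted curve at half-maximal effect; 0% = no-compound wells and -100% = no-enzyme wells; nearly all actives have a fitted effect of over 25% in size; some results filed as inactive show a strong effect at the top dose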
#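 20 mM phosphate pH 7.0 + 0.01% (detergent screen) or 0.0001% Triton X-100; 5.3 nM AmpC reagent; cpd preinc 15 min RT; nitrocefin (800 uM stock) to start; A480 q20 s × 4 min; Activity was normalised to no-enzyme and no-compound control wells.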
# AMA1-RON2 inh: qHTS for Inhibitors of AMA1-RON; Towards Development of Antimalarial Drug Lead: Primary Screen; Plasmodium falciparum AMA1 (3D7) - RON2 peptide interaction; AlphaScreen AMA1-biotinylated RON2 peptide binding; Potency, µM (titrated, usually from 58.2 µM), for inactives: at the top dose activity change, negative = inhibition, most hits filed as inhibitors; 360,000 compounds, 0.2% hits;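 also: potency is read from the fitted curve at half-maximal effect; 0% = vehicle wells and -100% = peptide control; nearly all actives have a fitted effect of over 45% in size; some results filed as inactive show a strong effect at the top dose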
#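 AMA1 (3D7) with his tag at 25 nM final met compounds first, then biotinylated RON2 peptide at 25 nM; detection used donor plus acceptor beads, 10 µg/mL apiece, read by AlphaScreen after 30 min at room temperature.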
# HCMV inh: qHTS Assay for inhibitors of the human cytomegalovirus (HCMV); HFF cells, HCMV-luciferase reporter, 72 h; hits give low values; activity change, negative = inhibition, % at 57.5 µM; 410,000 compounds, 4.5% hits; AID 1259415, 2018; in the data active = activity change below about -60%; inconclusive = no clear call, values can overlap the other calls; inactive = above about -39%
#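 HFF cells seeded 16 h at 37C, treated with compounds, infected with luciferase-reporter HCMV at MOI 1 PFU/cell; luciferase read at 72 h post infection, normalized to buffer-only and Salinomycin controls.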
# Sm TGR block: qHTS Assay for the Inhibitors of Schistosoma Mansoni Peroxiredoxins; Schistosoma mansoni thioredoxin glutathione reductase (TGR), Q962Y6; purified TGR, DTNB reduction, TNB absorbance 405 nm; Potency, µM (top dose mostly 114 µM), inactives show top-dose activity change, negative = inhibition, usual class: inhibitors; 360,000 compounds, 3% hits; also: potency is read from the fitted curve at half-maximal effect; nearly all actives have a fitted effect of over 60% in size
#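 TGR 20 nM + NADPH 100 uM (dispensed conc.), cpd preinc 15 min RT; start with NADPH (500 uM addition) then DTNB (15 mM addition). Kinetic TNB absorbance, 405 nm filter. Four-parameter Hill fit across titration.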
# Starred values were filed as active, the others as inactive; u = inconclusive; x = not tested or not shown; [ ] = remark or other dose. Unless noted, calls follow the shape of the dose curve; as a rule, active = well fitted curve in the direction sought with a large enough effect; inconclusive = small, poorly fitted or top-dose-only effect, or another doubt; inactive = no such curve, though single readings can be large; an effect the other way counts as inactive or inconclusive. Unless noted, % is scaled to controls: 0 for no effect and ±100 for the full control effect.
No.	canonical_smiles	AmpC no deterg	Giardia FBPA inh	AmpC inh detg
1	COc1ccc(NC(=O)c2ccc(S(=O)(=O)N3CCCCC3)cc2)cc1OC	3%	x	x
2	CN1CCN(C(=O)COc2ccc3ccccc3c2Br)CC1	42%	-1%	-15%
3	CCOc1ncccc1C(=O)Nc1nc(C(C)(C)C)cs1	79%[activator]	-10%	-4%
4	CCN(CC)C(=O)c1[nH]cnc1C(=O)Nc1ccc(C)cc1	-16%	x	4%
5	Fc1ccc(Cn2nnnc2CN2CCN(C3CCCC3)CC2)cc1	-24%	-9%	1%
6	O=C(CN(Cc1ccc(F)cc1)C(=O)C1CSC(=O)C1)NC1CCCCC1 (centres undefined)	-13%	4%	-10%
7	Fc1ccc(CNC(=S)Nc2ccc(OC(F)F)cc2)cc1	-29%	2%	-13%
8	Cc1c(CCC(=O)N2CCC(C(=O)NCCCCCC(=O)O)CC2)c(=O)oc2cc3oc4c(c3cc12)CCCC4	17%	-6%	1%
9	CCOC(=O)C1CCN(C(=O)CSc2cc(=O)n(C)c3ccccc23)CC1	27%	-6%	0%
10	O=C(NCCSCc1ccco1)Nc1cc(Cl)cc(Cl)c1	u	-2%	10%
11	N#C/C(=C\c1ccc(Cl)c([N+](=O)[O-])c1)c1ccccn1	-6%[2.29 µM]	-5%	-9%
12	C[C@H](CO)N1C[C@H](C)[C@@H](CN(C)C(=O)NC2CCCCC2)Oc2ccc(NC(=O)Cn3cnnn3)cc2C1=O	-3%	x	x

No.	AMA1-RON2 inh	HCMV inh	Sm TGR block
1	-7%	13	x
2	-7%	93	4%
3	90%[activator]	-35	6%
4	3%	-3	-32%
5	24%	18	2%
6	3%	-2	10%
7	13%	u	-8%
8	0%	-38	2%
9	-2%	126	0%
10	22%	-14	-18%
11	u	32	-18%
12	6%	42	x

# Exported field by field: four of the compounds above.
(12) C[C@H](CO)N1C[C@H](C)[C@@H](CN(C)C(=O)NC2CCCCC2)Oc2ccc(NC(=O)Cn3cnnn3)cc2C1=O
  AmpC no deterg: -3%; Giardia FBPA inh: x; AmpC inh detg: x; AMA1-RON2 inh: 6%; HCMV inh: 42; Sm TGR block: x
(7) Fc1ccc(CNC(=S)Nc2ccc(OC(F)F)cc2)cc1
  AmpC no deterg: -29%; Giardia FBPA inh: 2%; AmpC inh detg: -13%; AMA1-RON2 inh: 13%; HCMV inh: u; Sm TGR block: -8%
(2) CN1CCN(C(=O)COc2ccc3ccccc3c2Br)CC1
  AmpC no deterg: 42%; Giardia FBPA inh: -1%; AmpC inh detg: -15%; AMA1-RON2 inh: -7%; HCMV inh: 93; Sm TGR block: 4%
(1) COc1ccc(NC(=O)c2ccc(S(=O)(=O)N3CCCCC3)cc2)cc1OC
  AmpC no deterg: 3%; Giardia FBPA inh: x; AmpC inh detg: x; AMA1-RON2 inh: -7%; HCMV inh: 13; Sm TGR block: x

# Next part:
No.	canonical_smiles	AmpC no deterg	Giardia FBPA inh	AmpC inh detg
13	CCCCC(CC)CNC(=O)c1ncn[nH]1 (centres undefined)	-22%	-2%	-8%
14	COCc1cc(C)nc2c1C(=O)NC(c1ccc(F)cc1)N2Cc1ccccc1 (centres undefined)	x	x	0%
15	CCCCc1nnc(NC(=O)CSc2nc(=O)cc(N)n2-c2ccccc2)s1	49%	-17%	u
16	Cc1ccc2nc(SC(C)C(=O)NC3CCCC3)[nH]c2c1 (centres undefined)	-27%	x	x
17	CCOC(=O)C1=C(c2ccccc2)c2ccccc2OC1C(=O)OCC (centres undefined)	21%	-6%[89.2 µM]	x
18	CC(=O)c1ccc(NS(=O)(=O)c2ccccc2)cc1	-8%	11%	0%
19	NS(=O)(=O)c1ccc(N=Cc2c(O)n(-c3ccccc3)c(=O)[nH]c2=O)cc1	-18%	-4%	-24%
20	CN(C)c1ccc(C2CNC(c3ccc(Cl)c([N+](=O)[O-])c3)c3[nH]c4ccccc4c32)cc1 (centres undefined)	-21%	-18%	u
21	CC(C)(C)C1CCc2c(sc(NC(=O)c3noc4c3CCCC4)c2C#N)C1 (centres undefined)	x	x	-10%
22	O=C(NO)c1ccccc1O	-21%	-9%	u
23	CC1CCCCC12NC(=O)N(CC(=O)NC1CCCc3ccccc31)C2=O (centres undefined)	-16%	6%	-4%
24	CCOC(=O)c1sc(NC(=O)CSc2nc(C)cc(C)c2C#N)c(C#N)c1C	-32%	6%	u

No.	AMA1-RON2 inh	HCMV inh	Sm TGR block
13	74%[activator]	u	21%
14	x	19	17%
15	0%	9	1%
16	54%[activator]	-34	x
17	2%	-7	x
18	-17%	u	2%
19	18%	-15	-35%
20	20µM*	19	u
21	x	17	1%
22	100%[activator]	-17	u
23	-9%	-28	-12%
24	13%	34	2%

# Carrying on.
No.	canonical_smiles	AmpC no deterg	Giardia FBPA inh	AmpC inh detg
25	CCOC(=O)c1cc(NC(=O)C2CCCO2)cc(C(=O)OCC)c1 (centres undefined)	3%	-1%	-8%
26	CCCCN(C(=O)CSc1nnc(-c2ccccc2)o1)c1c(N)n(CCC)c(=O)[nH]c1=O	-6%	x	-6%
27	CSc1ncc(Cl)c(C(=O)N(C)c2ccccc2)n1	x	x	14%
28	Cc1ccc(C)c(N2C(=O)CC(N3CCN(Cc4ccc5c(c4)OCO5)CC3)C2=O)c1 (centres undefined)	85%[activator]	2%	1%
29	CCS(=O)(=O)Nc1cccc(C2=NN(S(=O)(=O)c3ccccc3)C(c3cccs3)C2)c1 (centres undefined)	-12%	5%	6%
30	COc1ccc(CN2CN(S(=O)(=O)c3cccs3)c3nc4ccccc4nc32)cc1	-21%	u	8%
31	CC(/C=C1\SC(=S)N(C(C(=O)O)C(C)C)C1=O)=C\c1ccccc1 (centres undefined)	-30%	18%	-7%
32	NS(=O)(=O)c1cccc(NS(=O)(=O)c2ccc3ccccc3c2)c1	-22%	0%	2%
33	CCN(CC(=O)Nc1ccccc1C(F)(F)F)C(=O)c1ccc(N2CCCC2=O)cc1	33%	x	9%
34	COc1ccc(CNC(=O)CCS(=O)(=O)c2cc(Br)cc3c2N(C(=O)C2CC2)CC3)cc1	x	x	14%
35	COC(=O)c1c(NC(=O)c2c(OC)cccc2OC)sc2c1CCCC2	x	x	-6%
36	Cc1ccc(C(NC(N)=O)c2ccccc2C)cc1 (centres undefined)	-8%	1%	-1%

No.	AMA1-RON2 inh	HCMV inh	Sm TGR block
25	0%	10	-3%
26	-2%	u	-16%
27	x	-5	1%
28	-5%	u	u
29	-10%	2	-1%
30	3%	35	0%
31	-5%	-17	-8%
32	-4%	x	26%
33	-2%	-28	-29%
34	x	-1	u
35	x	-31	-1%
36	12%	-22	7%

# More structures.
No.	canonical_smiles	AmpC no deterg	Giardia FBPA inh	AmpC inh detg
37	CCN1CCCc2cc(CN(CCN3CCOCC3)C(=S)Nc3cccc(Cl)c3)ccc21	123%[activator]	-13%	6%
38	Cc1ccc(OCCSc2nnc(-c3cccs3)o2)cc1	x	x	7%
39	O=C1N/C(=C/c2cccn2-c2ccccc2)C(=O)N1Cc1ccccc1F	-38%	4%	0%
40	O=C(Cn1c(CO)nc2ccccc21)Nc1ccccc1Cl	3%	0%	-9%
41	O=C1Nc2ccccc2C12NCCc1c2[nH]c2ccccc12 (centres undefined)	-20%	2%	2%
42	Cc1nc(NCc2ccc(S(N)(=O)=O)cc2)c2c(C)c(C)sc2n1	162%[activator]	4%	1%
43	CCOc1ccccc1NC(=O)CSc1nnc2ccc(-c3cccnc3)nn12	-2%	4%	u
44	Cc1ccccc1Cn1cc(NS(=O)(=O)c2cn(C)nc2C)cn1	-3%	x	-2%
45	O=C1CN(C(=O)COc2ccc(Cl)cc2Cl)c2ccccc2N1	-27%	x	-3%
46	Cc1cc(C)c(C)c(OCC(=O)O/N=C(\N)c2ccncc2)c1	78%[activator]	4%	-8%
47	CCCNC(=O)c1ccccc1NC(=O)c1ccccc1N(C)S(=O)(=O)c1ccc(C)cc1	-27%	-4%	-10%
48	Cc1cc(C)cc(C(=O)Nc2ccc(-c3nc4ncccc4o3)cc2)c1	x	x	20%

No.	AMA1-RON2 inh	HCMV inh	Sm TGR block
37	3.5µM*	u	0%
38	x	6	1%
39	-15%	-31	-21%
40	-1%	u	-4%
41	-3%	41	-21%
42	1%	-20	6%
43	-29%	9	6%
44	-13%	-60*	-9%
45	13%	-8	1%
46	13%	-34	-9%
47	-3%	7	-3%
48	x	u	6%

# Carrying on.
No.	canonical_smiles	AmpC no deterg	Giardia FBPA inh	AmpC inh detg
49	Cc1ccc(CNC(=O)CCCn2c(=O)c3ccccc3n(CC(=O)C(C)(C)C)c2=O)cc1	x	x	-2%
50	Cn1cc(C2=C(c3ccc(Cl)cc3Cl)C(=O)NC2=O)c2ccccc21	-58%	u	-11%
51	CCN1CNC(=S)N(c2ccccc2OC)C1	-7%	-10%	3%
52	CCOC(=O)C1CCN(C(=O)c2cc3c(=O)n4cccc(C)c4nc3s2)CC1	1%	-1%	-2%
53	Cc1onc(-c2c(Cl)cccc2Cl)c1C(=O)Nc1c(C)n(C)n(-c2ccccc2)c1=O	6%	7%	-14%
54	COc1ccccc1NC(=O)c1ccc(Br)o1	-25%	0%	-1%
55	CCN1C(=O)[C@@H]2[C@@H](c3ccc(-c4ccc(F)cc4)c(OC)c3)N3CCC[C@@]3(C(=O)OC)[C@@H]2C1=O	276%[activator]	x	x
56	COc1ccc(N2CCN(Cc3nc(N)nc(N4CCCc5ccccc54)n3)CC2)cc1	-4%	1%	-5%
57	Cc1ccccc1OC1C(=O)N(CC2CCCO2)C1c1ccc2c(c1)OCO2 (centres undefined)	106%[activator]	-4%	2%
58	COc1ccc(CC(=O)OCC(=O)NCc2ccc(F)cc2)cc1	-14%	x	x
59	Oc1cccc(-c2nc3c4c(ncn3n2)-c2ccccc2CC42CCCC2)c1	-45%	-8%	8%
60	CC(=O)c1ccc(OCc2cc(C(=O)N3CCN(c4ccccc4)CC3C)no2)cc1 (centres undefined)	21%	-1%	u
61	CCOC(=O)C1CN(C)CCC1=O (centres undefined)	1%	-3%	u
62	CN1CCN(C(=O)CN(C)S(=O)(=O)c2ccc3ccccc3c2)CC1	53%	4%	-1%

No.	AMA1-RON2 inh	HCMV inh	Sm TGR block
49	x	9	-4%
50	2%	57	1%
51	-17%	-12	-3%
52	-1%	38	3%
53	8%	-18	0%
54	7%	36	1%
55	-27%	22	x
56	-4%	2	-3%
57	-8%	-16	12%
58	19%	-38	x
59	-10%	-93*	7%
60	-6%	0	-18%
61	11%	u	10%
62	9%	7	u

# Source: PubChem
